TSG101-PTAP inh = blocks PTAP/TSG101 interaction to inhibit HIV-1 budding; Q99816; Fluorescence polarization, FITC-PTAP peptide / Tsg101 binding; Potency, µM (top dose mostly 115 µM), for inactives: at the highest dose activity change, negative = inhibition, hits mostly inhibitors; 340,000 tested, under 10 active; active = well fitted inhibition curve with a large enough effect in the main read-out, with a control signal flat, not every such curve was filed as active; inconclusive = small, poorly fitted or top-dose-only effect, or effect the other way, or a change in a side signal; inactive = no such curve, though single readings can be large or run the other way; also: potency is read from the fitted curve at half-maximal effect; % of control where 0% means no effect
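Steps: Tsg101 binding domain dispensed (10 uM final), compounds pinned in DMSO, FITC-labeled PTAP-motif peptide added (50 nM final); after 20 min binding at room temperature, polarization measured.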
TCR activator = activates T cell receptor signaling; Potency, µM (highest dose often 9.22 µM), without a hit: at the top dose activation of IL-2 secretion, usual class: activators; 330,000 tested, under 10 active; primary human leukocytes, anti-CD3, IL-2 HTRF, 48 h; also: % of control where 0% means no effect
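Compounds are tested in HTS on primary human leukocytes co-incubated with a-CD3 beads for 48 hr. IL-2 output is measured by time-resolved FRET.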
Mito fusion yeast = mitochondrial division inhibition or fusion activation; S. cerevisiae fusion-defective mutant growth rescue, CellTiterGlo 48 h; Potency, µM (series often up to 46.1 µM), without a hit: at the top dose growth rescue (activation), most hits filed as activators; 0.23% of 320,000 active; AID 485298;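 also: potency is read from the fitted curve at half-maximal effect; % of control where 0% means no effect; nearly all actives have a fitted effect of over 45% in size; temperature-sensitive fusion mutants such as fzo1-1 at 37 °C on non-fermentable ethanol glycerol medium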
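Yeast fusion mutant, YPEG (non-fermentable carbon), compound, 48 h at 37C non-permissive; CellTiterGlo added, 10 min RT, luminescence read. Rescued growth = division inhibition.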
uPA surface inh = inhibitors of cell surface uPA generation | Potency, µM (top dose mostly 38.3 µM), for the others: at the highest dose activity change, negative = inhibition, actives largely listed as inhibitors | 0.31% of 330,000 active | cell surface uPA generation assay, qHTS | AID 540303; active = well fitted inhibition curve with a large enough effect; inconclusive = small, poorly fitted or top-dose-only effect; inactive = no such curve, though single readings can be large or run the other way; tested in mouse RAW 264.7 cells; also: potency is read from the fitted curve at half-maximal effect; % is scaled to controls: 0 for no effect and ±100 for the full control effect; nearly all actives have a fitted effect of over 55% in size
Tb PFK block = inhibitors of T. brucei phosphofructokinase; Potency, µM (series often up to 57.5 µM), for the others: at the top dose activity, negative = inhibition, usual class: inhibitors; T. brucei PFK, ADP-Glo luminescence; O15648; AID 485367; 0.17% of 330,000 active;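 also: potency is read from the fitted curve at half-maximal effect; 0% = uninhibited 1x PFK enzyme wells and -100% = no-enzyme wells; nearly all actives have a fitted effect of over 60% in size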
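Activity is normalized to no-enzyme wells (full inhibition) and 1.25 nM enzyme wells (no inhibition). Reaction: 0.5 mM F6P, 0.1 mM ATP, 45 min RT, ADP-Glo luminescence; concentration-response curves fitted and classed by quality.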
Eya2 inh = inhibitors of human Eya2 phosphatase activity; recombinant Eya2, OMFP fluorescence dephosphorylation (OMFP is methylfluorescein phosphate); Potency, µM (top dose mostly 76.9 µM), inactives show at the top dose activity, negative = inhibition, actives largely listed as inhibitors; 0.006% of 330,000 active; AID 488837; also: potency is read from the fitted curve at half-maximal effect; % is scaled to controls: 0 for no effect and ±100 for the full control effect
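Eya2 protein (added as 0.2 uM solution) was preincubated with compound for 10 min at ambient temperature in 50 mM HEPES pH 7.5, 50 mM NaCl, 5 uM MgCl2, 0.05% BSA, 1 mM DTT. OMFP (added at 50 uM) then reacted 10 min; fluorescence read at 485/525 nm.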
ELG1 repair inh = inhibitors of ELG1-dependent DNA repair in HEK293T cells | HEK293T ELG1-luciferase reporter, luminescence, 16 h; DNA damage induced by 5-fluorouridine | Potency, µM (highest dose often 46.1 µM), for inactives: at the highest dose activity change, negative = inhibition, actives largely listed as inhibitors | 2.3% of 330,000 active; also: potency is read from the fitted curve at half-maximal effect; % is scaled to controls: 0 for no effect and ±100 for the full control effect; nearly all actives have a fitted effect of over 55% in size
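Step one: seed 2,000 cells per well. Step two: pin-transfer compound or DMSO alongside 5-fluorouridine. Step three: incubate 16 hr, 37 °C, 5% CO2. Step four: add ONE-Glo, wait 30 min, read luminescence.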
Chronic BCR inh = inhibitors of chronic active B-cell receptor signaling; 0.05% of 340,000 active; Potency, µM (series often up to 46.1 µM), inactives show at the highest dose ratio change, negative = lower green/red ratio, actives largely listed as inhibitors; ABC-DLBCL IkBa-CBG/CBR reporter, luminescence ratio, 4 h; active = well fitted inhibition curve with a large enough effect in the signal ratio, with a control signal flat, not every such curve was filed as active; inconclusive = small, poorly fitted or top-dose-only effect, or effect the other way, or a change in a side signal; the % refers to the signal ratio;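 also: potency is read from the fitted curve at half-maximal effect; plate controls were basal doxycycline-induced cells for no effect and cells given 10 µM MG132 for full effect; MG132 reads +100%, hits lower the ratio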
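Concentration-response series (up to 46 uM) were applied to TMD8 dual-reporter cells for 4 h at 37C with doxycycline. Green/red ratio, after filter-overlap correction, defined %Activity; red signal alone was normalised to basal cells and zero luminescence.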
USP2a block = blocks human ubiquitin-specific protease USP2a. O75604. USP2 core, Ub-CHOP2 coupled fluorogenic reporter, 485/531. Potency, µM (highest dose often 38.3 µM), without a hit: at the top dose activity change, negative = inhibition, hits mostly inhibitors. 0.01% of 330,000 active. AID 463254;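 also: potency is read from the fitted curve at half-maximal effect; plate controls were DMSO wells for no effect and full inhibition by NEM control for full effect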
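USP2 core (10nM final) preincubated 30min RT with compound in 20mM Tris-HCl pH 8.0, 2mM CaCl2, 2mM beta-mercaptoethanol, 0.05% CHAPS; 25nM Ub-CHOP2 plus 25nM reporter substrate added, fluorescence (Ex485/Em531) read after 60min.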
B2AR arrestin = beta2AR (human) beta-arrestin recruitment activity. 0.02% of 330,000 active. beta-arrestin recruitment to beta2AR, cell-based reporter. Potency, µM (top dose mostly 46.1 µM), inactives show at the top dose activation, actives largely listed as activators;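 also: potency is read from the fitted curve at half-maximal effect; 0% = DMSO controls and full agonism = EC100 isoproterenol or metaproterenol; nearly all actives have a fitted effect of over 65% in size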
TSHR antagonist = antagonists of human thyroid stimulating hormone receptor. P16473. TSHR-expressing cells, TSH-stimulated cAMP HTRF, 2 h; active compounds read low. activity change, negative = inhibition, % at 11.5 µM. 0.2% of 330,000 active;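 active = activity change below a set negative limit, meaning inhibition stronger than a set level, cut at about -70% in these data; inconclusive = activity change between two set negative limits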; also: % is scaled to controls: 0 for no effect and ±100 for the full control effect
Target sequence (P16473 whole entry, looked up): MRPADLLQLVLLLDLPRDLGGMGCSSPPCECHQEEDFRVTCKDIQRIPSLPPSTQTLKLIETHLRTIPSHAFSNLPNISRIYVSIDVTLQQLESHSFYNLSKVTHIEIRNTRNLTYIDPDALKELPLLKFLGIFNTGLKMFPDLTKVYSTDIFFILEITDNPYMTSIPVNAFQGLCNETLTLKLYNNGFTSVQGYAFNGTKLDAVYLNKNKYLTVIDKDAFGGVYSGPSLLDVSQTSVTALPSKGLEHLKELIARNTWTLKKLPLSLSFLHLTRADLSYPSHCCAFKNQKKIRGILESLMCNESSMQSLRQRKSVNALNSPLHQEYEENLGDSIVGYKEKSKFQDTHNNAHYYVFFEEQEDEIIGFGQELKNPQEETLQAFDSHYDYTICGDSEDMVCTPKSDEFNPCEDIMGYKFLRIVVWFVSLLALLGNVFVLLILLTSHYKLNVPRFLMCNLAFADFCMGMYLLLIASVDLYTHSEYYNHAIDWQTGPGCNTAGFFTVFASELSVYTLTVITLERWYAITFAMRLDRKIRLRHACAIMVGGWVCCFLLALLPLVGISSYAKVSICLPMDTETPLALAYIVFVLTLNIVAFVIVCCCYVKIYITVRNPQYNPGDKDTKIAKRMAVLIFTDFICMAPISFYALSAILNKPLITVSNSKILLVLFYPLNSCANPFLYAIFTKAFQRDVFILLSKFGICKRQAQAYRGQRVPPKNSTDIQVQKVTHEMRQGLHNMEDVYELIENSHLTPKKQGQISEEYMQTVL
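Freshly harvested TSHR cells receive pin-tooled compound, then EC80 TSH at 4nM final. After 2 hours at 37 deg C, antibody in lysis buffer and cAMP-d2 are added; 30 minutes at ambient temperature precede the HTRF read.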
* = called active by the depositor; ? = inconclusive; nt = not tested or not shown; [ ] = dose if it differs, or a comment. Unless noted, calls follow the shape of the dose curve; as a rule, active = well fitted curve in the direction sought with a large enough effect; inconclusive = small, poorly fitted or top-dose-only effect, or another doubt; inactive = no such curve, though single readings can be large; an effect the other way counts as inactive or inconclusive. This is a random part of the collection. About 3% of those tested had a hit in this group.

structure	TSG101-PTAP inh	TCR activator	Mito fusion yeast	uPA surface inh	Tb PFK block	Eya2 inh	ELG1 repair inh	Chronic BCR inh	USP2a block	B2AR arrestin	TSHR antagonist
Cn1cc(S(=O)(=O)Nc2ccc3c(c2)OCCO3)cn1	-1%	10%	-6%	3%	-2%	-18%	?	0%	0%	0.1%	-3
Cc1[nH]n(C(C)(C)C)c(=O)c1Sc1ccccc1	-2%	-1%	0%	4%	3%[0.46 µM]	-22%	?	?	1%	0.0%	18
Cc1nnc(-c2ccccc2)[nH]c1=O	-1%	0%	1%	6%	-30%	-10%	2%	0%	1%	0.0%	14
CCOC(=O)C(C(=O)NCc1ccc(F)cc1)c1ncc(C(F)(F)F)cc1Cl (configuration not stated)	-4%	0%	-1%	2%	-2%	-20%	?	10%	0%	-0.5%	10
CCCCc1ccc(NC(=S)Nc2ccc(Nc3ccc(OC)cc3)cc2)cc1	1%	1%[46.1 µM]	20%	-6%	3%	-3%	?	12%	-6%	0.0%	-15
COCCn1nnnc1C(c1ccc(OC)cc1OC)N1CCN(c2ccccc2F)CC1 (configuration not stated)	-7%	1%	2%	-5%	-5%	0%	-3%	3%	5%	-0.4%	-6
CCOc1ccc(CCNC(=O)C2CCN(S(=O)(=O)N3CC(C)CC(C)C3)CC2)cc1OCC (configuration not stated)	-1%	-120%	3%	2%	0%	-21%	-10%	2%	1%	0.4%	-26
COc1ccccc1C(=O)NCCC(=O)NCc1ccccn1	-2%	10%	-1%	?	-4%	-6%	17%	7%	1%	-0.2%	3
CCSc1ccccc1C(=O)Nc1cccc(OC)c1	-6%	0%	18%	nt	5%	-2%	11%	-3%	0%	-0.1%	7
COc1ccc(C(=O)Nc2ccccc2C(=O)NCc2ccco2)cc1OC	-2%	-7%	6%	8%	-3%	5%[15.4 µM]	15µM*	0%	6%	0.2%	-2
Cc1nc2c3cc(Cl)ccc3n(CCN3CCCCC3)c2s1	-4%	nt	-8%	?	4%	-15%	-10%	-15%	2%	-0.5%	-1
Cc1noc(C)c1COc1cccc(C(=O)NC(C)(C)C)c1	-3%	0%	-3%	15%	3%	9%	-9%	?	4%	-0.5%	2
COCCN(CC(=O)Nc1ccccc1C(F)(F)F)C(=O)/C=C/c1cc(Cl)c2c(c1)OCO2	-1%	nt	5%	4%	-1%	-14%	?	-2%	-1%	-0.1%	4
CCN(CC)S(=O)(=O)c1ccc2[nH]c(=O)cc(C(=O)Nc3ccc(C)c(S(=O)(=O)N(CC)CC)c3)c2c1	-10%	-3%[46.1 µM]	-5%	-9%	-3%	-9%	18µM*	-3%	-15%	0.1%	-2
CC(=O)c1c(C)[nH]c(C(=O)OCc2ccccc2)c1C	1%	1%[46.1 µM]	?	-8%	-2%	-2%	?	?	1%	7.1%	-8
COc1ccccc1N1CCN(C2CCCN(C(=O)CN3CCCC3=O)C2)CC1 (configuration not stated)	nt	-6%	-1%	10%	-6%	-13%	0%	-1%	1%	0.0%	-1
NS(=O)(=O)c1ccc(N2CCN(S(=O)(=O)Cc3ccccc3)CC2)nc1	-1%	-7%[46.1 µM]	nt	0%	1%	-5%	-1%	-2%	-2%	0.3%	4
O=C(O)C1C2C=CC(C2)C1C(=O)Nc1ccccc1Br (configuration not stated)	0%	-27%	0%	-1%	?	5%	-4%	?	3%	-0.3%	-1
COc1ccc(C(=O)NCC(=O)N2CCc3ccccc3C2)cc1	-10%	-2%	-7%	-7%	-3%	6%	17%	?	-4%	-0.1%	31
CCC(=O)c1ccc(OCC(=O)NCC2(N3CCCCC3)CCCCC2)cc1	-8%	4%	-6%	-6%	0%	2%	7%	3%	-1%	0.0%	4
CCCCCCC1CC(CSc2ncn[nH]2)OC1=O (configuration not stated)	-2%	6%	3%	-5%	1%	0%	5%	-5%	1%	0.5%	-1
O=C(Nc1ccc(Cl)c(Cl)c1)Nc1nccs1	-2%	-2%	-36%[inhibitor]	3.2µM*	-28%	4%	-8%	-26%	-2%	0.1%	-10
CCOC(=O)C(CC)Sc1nc2c(c(=O)[nH]c(=O)n2C)n1C/C=C(/C)Cl (configuration not stated)	-1%	-1%	0%	-3%	-6%	-15%	3%	?	-3%	0.4%	-11
O=C(NCCc1nnc2ccc(NCc3ccccc3Cl)nn12)c1ccccc1	-2%	-23%	-10%	2%	0%	3%	?	?	1%	0.2%	7
COc1ccc(NC(=O)NCCCN2CCCC2=O)c(OC)c1	0%	3%	1%	-4%	5%	0%	15%	-15%	6%	-0.4%	-8
Cc1ccc(C)c(NS(=O)(=O)c2cc(Br)cnc2N)c1	-4%	0%	7%	-6%	-3%	14%	23%	?	-3%	-0.5%	-11
NC(=O)NOCc1c(Cl)cccc1Cl	-4%	-2%	4%	-3%	-1%	-9%	24%	4%	3%	0.1%	14
CCCC(=O)Nn1cnc2c(c1=O)C1(CCCC1)Cc1ccccc1-2	-6%	4%	2%	-1%	-10%	4%	1%	12%	0%	-0.1%	3
COc1ccc(-c2nc(O)c3cnccn23)cc1	1%	1%[46.1 µM]	-5%	-1%	17%	-7%	-4%	-1%	1%	-1.5%	-2
FC(F)(F)c1cc(-c2ccccc2)nc(-n2cc(Cl)cn2)n1	-3%	-1%	7%	16%	-8%	4%	-6%	?	1%	-0.4%	0
CCOC(=O)Cc1csc(NC(=O)c2cc(OC)cc(OC)c2)n1	-3%	-2%[46.1 µM]	2%	2%	-4%	5%	?	?	-1%	0.4%	-9
CN(C)S(=O)(=O)c1ccc2c(c1)C(=NNC(N)=O)c1cc(S(=O)(=O)N(C)C)ccc1-2	-6%	2%	3%	-2%	4%	-5%	1%	-4%	1%	-0.9%	-9
CCOc1ccc2cc(C#N)c(SCC(=O)N3CCC(C)CC3)nc2c1	-4%	-7%	10%	nt	-2%	-16%	?	1%	0%	-0.1%	-7
COc1ccc(NCc2nnc(SCC(=O)NNC(=O)c3ccc(C)cc3)n2C)cc1	-1%	-4%	-3%	5%	2%	-3%	-3%	-3%	1%	0.0%	-2
COc1cc(C(=O)OCC(C)=O)cc(NC(=O)c2ccco2)c1OC	-2%	-3%	1%	?	0%	-4%	?	?	1%	0.2%	-6
CCNC(=O)/C(=C/c1ccco1)NC(=O)/C=C/c1ccccc1	-6%	-6%	-1%	2%	10%	24%	1%	0%	8%	0.1%	-44
c1ccc(Nc2nc(-c3ccncc3)cs2)nc1	-1%	3%	-2%	-2%	2%	0%	?	?	0%	-0.4%	-1
O=C(O)c1ccc(/C=N/NC(=O)c2cc3c(ccc4ccccc43)o2)cc1	-8%	-1%	-1%	0%	-1%	-3%	-5%	?	4%	0.6%	-9
CNC(=O)C1Cc2ccccc2CN1S(=O)(=O)c1cccs1 (configuration not stated)	1%	0%[46.1 µM]	-1%	2%	-5%	-6%	12%	-5%	1%	-0.3%	-4
O=C(CCN1C(=O)C2C3CCC(C3)C2C1=O)OCC(=O)c1ccc(Br)cc1 (configuration not stated)	-5%	13%	?	6%	-29%	9%	-2%	-1%	0%	-0.1%	-4
C/C(CCc1ccco1)=N\NC(=O)CNc1cccc2ccccc12	0%	3%	-8%	-5%	-21%	12%	8%	?	-14%	0.3%	9
COc1nc(NCc2ccc(Cl)cc2)nc(OC)n1	-6%	2%	-13%	8%	3%	1%	14%	?	-1%	-1.3%	6
CCCC(C)NS(=O)(=O)c1ccccc1 (configuration not stated)	-8%	6%	-2%	-14%	0%	-2%	-4%	4%	1%	-2.2%	-3
CCCCCn1c(=O)[nH]c2cc(C(=O)N3CCN(C(=O)OCC)CC3)ccc2c1=O	-3%	3%	-5%	3%	-1%	1%	-15%	7%	1%	0.6%	-11
